Assay outcomes (PubChem)
G9a block: blocks human histone lysine methyltransferase G9a; 350,000 compounds, 8.8% hits; Potency, µM (doses to about 102 µM), for inactives: at the highest dose activity, negative = inhibition, usual class: inhibitors; Q96KQ7; G9a H3K9 monomethylation, AlphaScreen, 2 h; also: potency is read from the fitted curve at half-maximal effect; % is scaled to controls: 0 for no effect and ±100 for the full control effect; nearly all actives have a fitted effect of over 75% in size
Target sequence (Q96KQ7 913-1193 limits assumed): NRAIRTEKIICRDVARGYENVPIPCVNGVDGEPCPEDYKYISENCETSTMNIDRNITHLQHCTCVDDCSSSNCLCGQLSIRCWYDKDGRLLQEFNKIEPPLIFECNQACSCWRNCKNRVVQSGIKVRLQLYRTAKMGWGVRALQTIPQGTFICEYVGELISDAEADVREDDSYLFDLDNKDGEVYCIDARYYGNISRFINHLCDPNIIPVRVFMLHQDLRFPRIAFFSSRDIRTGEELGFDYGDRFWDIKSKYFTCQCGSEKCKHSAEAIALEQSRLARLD
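Enzyme 20 nM + cpd, 15 min RT; add b-H3K9 pep 500 nM / SAM 20 uM; 2 h RT; anti-H3K9me1 Ab 0.5 ug/mL + SA donor / anti-rabbit acceptor beads 20 ug/mL each, 10 min; AlphaScreen read.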
Pin1 inh: inhibitors of human Pin1; Q13526; Pin1 FP peptide displacement, HiFluor488, 10 min; Potency, µM (titrated, usually from 115 µM), for inactives: top-dose activity, negative = inhibition, most hits filed as inhibitors; 390,000 compounds, 0.009% hits; active = well fitted inhibition curve with a large enough effect in the polarisation, with a control signal flat, not every such curve was filed as active; inconclusive = small, poorly fitted or top-dose-only effect, or effect the other way, or a change in a side signal; inactive = no such curve, though single readings can be large or run the other way; the % refers to the polarisation; also: potency is read from the fitted curve at half-maximal effect; % is scaled to controls: 0 for no effect and ±100 for the full control effect
HP1b binding inh: inhibitors of HP1-beta chromodomain binding to methylated histone tails | AlphaScreen HP1-beta / biotin-H3K9me3 peptide binding | Potency, µM (highest dose often 114 µM), for the others: at the highest dose activity change, negative = inhibition, actives largely listed as inhibitors | 390,000 compounds, 0.56% hits; also: potency is read from the fitted curve at half-maximal effect; nearly all actives have a fitted effect of over 70% in size; inactives centre near 23
Target sequence (P83916 whole entry, looked up): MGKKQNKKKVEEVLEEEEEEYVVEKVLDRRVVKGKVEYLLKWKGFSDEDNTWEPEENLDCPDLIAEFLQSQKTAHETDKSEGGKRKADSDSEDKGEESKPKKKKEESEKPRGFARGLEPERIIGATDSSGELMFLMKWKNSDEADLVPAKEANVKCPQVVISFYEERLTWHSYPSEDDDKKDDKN
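AlphaScreen: HP1-beta (50 nM) preformed 30 min with biotin-H3(1-18)K9me3 peptide (50 nM) in PBS pH 7.4, 0.01% Tween-20. Compound added for 30 min at RT, then streptavidin donor/nickel chelate acceptor beads (10 ug/mL) for 30 min.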
ERG-DNA inh: blocks human ERG Ets domain binding to DNA; P11308; fluorescence polarization, His-ERG Ets domain / labelled DNA; Potency, µM (titrated, usually from 76.9 µM), for the others: at the highest dose FP activity, negative = inhibition, actives largely listed as inhibitors; 370,000 compounds, 0.028% hits; AID 624246; active = well fitted inhibition curve with a large enough effect in the polarisation, with a control signal flat; inconclusive = small, poorly fitted or top-dose-only effect, or effect the other way, or a change in a side signal; inactive = no such curve, though single readings can be large or run the other way; the % refers to the polarisation;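 also: polarization taken with two DNA probes labelled with fluorescein and Texas red; potency is read from the fitted curve at half-maximal effect; % of control where 0% means no effect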
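His-tagged ERG Ets domain (1 uM in the protein solution; 300mM KCl, 50mM Tris-HCl, 1mM EDTA, 1mM DTT, pH 7.5) received compound, then a probe mix of 5 nM fluorescein-DNA and 100nM Texas-615-DNA. Fluorescence polarization was read for both dyes.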
BAZ2B block: BAZ2B (human) inhibition; AlphaScreen BAZ2B-H3K14Ac peptide displacement; Q9UIF8; 360,000 compounds, 4.4% hits; Potency, µM (doses to about 114 µM), without a hit: top-dose activity change, negative = inhibition, most hits filed as inhibitors; also: potency is read from the fitted curve at half-maximal effect; % is scaled to controls: 0 for no effect and ±100 for the full control effect; nearly all actives have a fitted effect of over 60% in size
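Protein-peptide AlphaScreen: BAZ2B 50 nM, b-H3K14Ac 50 nM, 1x PBS pH 7.4 + 0.01% Tween-20. Preincubation 30 min RT; cpd 30 min RT (top 110 uM); beads 20 min RT, light-protected.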
Tb PGK inh: T. brucei PGK inhibition | Potency, µM (top dose mostly 57.5 µM), for inactives: at the highest dose activity change, negative = inhibition, actives largely listed as inhibitors | PGK/GAPDH coupled, Kinase-Glo luminescence, 60 min | 380,000 compounds, 0.043% hits; also: potency is read from the fitted curve at half-maximal effect; % is scaled to controls: 0 for no effect and ±100 for the full control effect; nearly all actives have a fitted effect of over 60% in size
Target sequence (P07378 whole entry, looked up): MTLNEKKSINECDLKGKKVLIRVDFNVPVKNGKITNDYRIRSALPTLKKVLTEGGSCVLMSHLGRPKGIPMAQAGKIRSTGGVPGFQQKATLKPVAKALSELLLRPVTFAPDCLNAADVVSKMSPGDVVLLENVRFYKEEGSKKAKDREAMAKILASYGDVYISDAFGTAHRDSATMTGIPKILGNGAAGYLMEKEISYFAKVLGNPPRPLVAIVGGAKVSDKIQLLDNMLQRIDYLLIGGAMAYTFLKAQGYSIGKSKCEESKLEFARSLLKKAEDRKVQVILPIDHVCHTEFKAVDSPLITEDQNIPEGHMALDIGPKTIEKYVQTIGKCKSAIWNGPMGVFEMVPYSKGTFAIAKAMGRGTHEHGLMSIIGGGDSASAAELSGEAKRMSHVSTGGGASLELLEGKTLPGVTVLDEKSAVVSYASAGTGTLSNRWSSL
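Luminescent ATP detection (Kinase-Glo Plus) follows a 60-minute room-temperature incubation, with wells lacking PGK as controls. Buffer: 100 mM TEA (pH 7.6), 5 mM MgCl2, 0.01% Tween-20. Coupling enzyme GAPDH (100 nM final) supplies unstable 1,3-BPG in-well.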
JMJD2A Tudor inh: inhibitors of human JMJD2A Tudor domain; O75164; AlphaScreen JMJD2A-Tudor / H3K4me3 peptide binding; Potency, µM (titrated, usually from 114 µM), for the others: top-dose activity change, negative = inhibition, hits mostly inhibitors; 390,000 compounds, 4.4% hits; AID 504339; also: potency is read from the fitted curve at half-maximal effect; % is scaled to controls: 0 for no effect and ±100 for the full control effect; nearly all actives have a fitted effect of over 50% in size
PI4K2A block: PI4K2A (human) kinase inhibition; Q9BTU6; purified PI4K2A, ADP-Glo luminescence, 1 h; stronger effect = lower value; activity change, negative = inhibition, % at 76.9 µM; 420,000 compounds, 0.13% hits; in the data active = activity change below about -50%; inconclusive = mostly about -30% to -49%;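 also: -100% = wells without enzyme as full effect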
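PI4K2A activity was measured by ADP-Glo luminescence: enzyme (4 ug/mL stock) and phosphatidylinositol (1.2 mM stock) in Tris pH 7.5/MgCl2/EGTA/Triton X-100 buffer were reacted with ATP (300 microM stock) for one hour at ambient temperature.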
GLS inhibitor: blocks human kidney-isoform glutaminase activity | O94925 | GLS enzymatic activity, qHTS titration | Potency, µM (titrated, usually from 45.5 µM), for inactives: at the highest dose activity change, negative = inhibition, hits mostly inhibitors | 410,000 compounds, 0.21% hits; also: potency is read from the fitted curve at half-maximal effect; % is scaled to controls: 0 for no effect and ±100 for the full control effect
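Two-point fluorescence kinetic (t0, 30 min RT) for hKGA; glutamate detected via glutamate oxidase–HRP–Amplex Red. Substrate: 1 mM L-glutamine solution; buffer 45 mM KH2PO4, pH 8.2.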
* hit, by the source's call; i = inactive; ? = inconclusive; . = no result given; & = joins results of further samples; [ ] = remark or other dose. Unless noted, calls follow the shape of the dose curve; as a rule, active = well fitted curve in the direction sought with a large enough effect; inconclusive = small, poorly fitted or top-dose-only effect, or another doubt; inactive = no such curve, though single readings can be large; an effect the other way counts as inactive or inconclusive. Outcome played no part in choosing rows. About 11% of those tested had a hit in this group.

cpd	JMJD2A Tudor inh	ERG-DNA inh	Pin1 inh	structure	Tb PGK inh	GLS inhibitor	HP1b binding inh	BAZ2B block	PI4K2A block	G9a block
1	?	1%	-3%	COc1ccc(CN=C(C#N)C2=C(O)c3ccccc3C2=O)cc1	i	1%	28%	-37%	-5	35µM*
2	7%	13%	5%	O=C(/C=C/c1ccc(F)cc1)N1CCc2ccccc2C1	4%	-2%	32%	0%	0	-7%[12.7 µM]
3	-8%	-8%	2%	CCN(CCn1cccn1)Cc1cn[nH]c1-c1ccc(OC)cc1F	-4%	0%	16%	4%	-2	-3%
4	56µM*	14%	2%	COc1ccc(Nc2ccc3ccccc3c2)cc1	-9%	22%	-31%	.	-9	.
5	-9%	1%	-5%	CCCCOc1ccc(-c2nnc(-c3ccncc3)o2)cc1	-5%	0%	19%	9%	1	12%
6	-6%	-4%	-6%	CNc1ccc2nnc(C(F)(F)C(F)(F)C(F)(F)F)n2n1	3%	-3%	23%	1%	0	.
7	?	1%	0%	COc1ccc([C@H]2CC(=O)C=C(c3cccc(Br)c3)C2)cc1OC	1%	0%	22%	.	2	.
8	-22%	-7%	-1%	c1ccc(N2CCOCCOCCOCCOCCOCC2)cc1	-2%	-2%	44%[activator]	-19%	-3	-10%
9	-3%	-10%	0%	O=C(OCCN1C(=O)CCC1=O)c1ccc(S(=O)(=O)N2CCCCC2)cc1	-8%	-13%	28%	12%	0	1%[59 µM]
10	6%	12%	-7%	CNC(=O)C1(C)C=CC2(CCCCC2)N1C(=O)OC (centres undefined)	5%	0%	35%	.	-4	.
11	-12%	-3%	1%	CCCCCCOc1ccc(/C(C)=N/NC2=NCCN2)cc1	-2%	7%	4%	-11%	0	.
12	7%	-2%	-6%	Cc1ccccc1NC(=S)NC(=O)Cc1ccc(Cl)cc1	i	-7%	32%	?	-1	.
13	2%	7%	0%	Cc1cccc(Nc2nc(C)cc(C)c2C#N)c1	-4%	-1%	28%	0%	0	-4%[0.501 µM]
14	-7%	-7%	2%	O=C(NC1CCCC1)C(=O)c1c[nH]c2ccccc12	11%	0%	15%	-22%	-1	47%
15	-29%	5%	2%	O=S(=O)(c1ccccc1)[C@@]1(c2ccc(Br)cc2)C[C@@H]2ON=C(c3cccc(Br)c3)[C@@H]2C1	i	4%	17%	-1%	-4	12%[2.33 µM]
16	-28%	-3%	2%	CC1CCCCN1S(=O)(=O)c1ccc(C(=O)Nc2nnc(C3=COCCO3)o2)cc1 (centres undefined)	-6%	-2%	23%	89µM*	2	2%
17	-16%	-7%	-1%	Cc1ccc(NC(=O)c2ccccc2OCc2c(C)noc2C)cc1S(=O)(=O)N(C)C	-4%	6%	19%	12%	-2	5%[12.7 µM]
18	?	-2%	-3%	CCN(CC)c1ccc(N2C(=O)C3CCCCC3C2=O)cc1[N+](=O)[O-] (centres undefined)	0%	3%	-28%	?	1	-36%[59 µM]
19	-6%	-1%	-2%	CCOc1ccc(C(=S)N2CCCC2)cc1OCC	5%	-6%	-10%	6%	1	10µM*
20	8%	-2%	3%	Clc1ccccc1CNc1nc2ccccc2c2nc(-c3ccccc3)nn12	7%	-15%	35%	2%	-3	-15%[59 µM]
21	?	-13%	4%	CCOC(=O)/C=C/C(=O)Nc1nccs1	1%	8%	7%	-8%	-4	?
22	-11%	-2%	-12%	CCCCOC(=O)C1=C(C)Nc2ncnn2C1c1cccc(OC)c1OC (centres undefined)	7%	26%	10%	-3%	0	-24%[12.7 µM]
23	-16%	-3%	-8%	Cc1cccc(-c2nc(CS(=O)CC(=O)N3CCN(C)CC3)c(C)o2)c1 (centres undefined)	1%	-2%	31%	9%	3	?
24	35µM*	-12%	-1%	O=[N+]([O-])c1cc(S(=O)(=O)C(F)(F)F)ccc1Sc1nc2ccccc2s1	1%	3%	?	7.9µM*	38	-6%[0.501 µM]
25	-12%	-3%	-13%	Cc1cccc(NC(=O)NC(C)C(c2cccs2)N2CCOCC2)c1 (centres undefined)	5%	-10%	33%	12%	-2	3%[59 µM]

Next part:
cpd	JMJD2A Tudor inh	ERG-DNA inh	Pin1 inh	structure	Tb PGK inh	GLS inhibitor	HP1b binding inh	BAZ2B block	PI4K2A block	G9a block
26	-8%	9%	-2%	Cc1cccc(N2CCN(Cc3c(C)n(C)n(-c4ccccc4)c3=O)CC2)c1C	-3%	24%	36%	6%	4	12%[12.7 µM]
27	-22%	-2%	0%	NS(=O)(=O)c1ccc(NC(=S)NCc2ccccc2)cc1	4%	-4%	?	0%	0	11µM*
28	160%[activator]	13%	-1%	Cc1ccc(C(=O)Cc2ccccc2)c(O)c1	-5%	-20%	209%[activator]	.	5	.
29	2%	2%	1%	Cn1c(N)c(S(=O)(=O)NCc2ccc(Cl)cc2)c(=O)n(C)c1=O	4%	19%	33%	-13%	1	?
30	-14%	-15%	-1%	O=C(CCc1nnc(-c2ccccc2)o1)NCc1cc(F)ccc1F	-7%	1%	32%	-5%	2	3%
31	-11%[57.1 µM]	7%	1%	CCCOC(=O)c1ccc(O)c(OC)c1	i	-4%	33%	-14%	1	.
32	-36%	4%	?	CCc1c(C)nc2cc(-c3cccc(Br)c3)[nH]n2c1=O	-14%	-5%	47%[activator]	?	1	.
33	-13%[11.4 µM]	17%	0%	c1ccc(CSc2nc3ncncc3[nH]2)cc1	-2%	-3%	52%[activator]	-4%	6	-48%
34	-11%	-11%	-1%	COc1cc(C(=O)NCCCNC(=O)c2cc(OC)c(OC)c(OC)c2)cc(OC)c1OC	0%	-2%	40%[activator]	.	-5	.
35	?	?	31%[activator]	COc1ccc(CCNc2ncnc3c2[nH]c2cc(OC)c(OC)cc23)cc1OC	-4%	-13%	?	?	1	?
36	-6%	0%	?	O=C(Cc1ccc(-n2c(=O)c3sccc3n(CC(=O)Nc3ccccc3)c2=O)cc1)NCc1ccco1	3%	10%	16%	-33%	22	?
37	-8%	-4%	4%	CCC1SC2=NCCN2C1(O)c1ccc(Cl)cc1 (centres undefined)	-7%	0%	21%	-1%	-1	28%[2.33 µM]
38	-4%	5%	2%	CCOc1ccc(-n2nc(CO)c(C(=O)NCCCc3ccccc3)n2)cc1	1%	0%	45%[activator]	9%	-1	3%[59 µM]
39	-3%	-8%	3%	Cc1ccc(S(=O)(=O)N2CCOCC2)cc1NC(=O)COC(=O)c1ccc(Br)cc1	-4%	-3%	22%	.	4	.
40	-7%	6%	7%	CC(C)CCN1CCN(Cc2cc(F)ccc2-n2cccn2)CC1CCO (centres undefined)	13%	-4%	2%	-15%	-1	6%
41	-15%	.	6%	COc1ccc(C2CC(=O)c3cnc(NC(=O)c4cc(OC)cc(OC)c4)nc3C2)cc1 (centres undefined)	10%	4%	17%	-1%	6	?
42	-9%	-6%	11%	Cc1cc(-c2ccc(S(=O)(=O)N3CCN(c4ccccc4F)CC3)s2)on1	3%	-10%	30%	-18%	0	24%
43	-16%	2%	-6%	CC(=O)C1=C(O)C(=O)N(c2ccc(F)cc2)C1c1ccc(C)cc1 (centres undefined)	4%	0%	21%	-28%	2	0%[0.501 µM]
44	2%	-2%	-2%	O=C(O)Cn1cc(CN2CCOCC2)c2ccccc21	-8%	-15%	64%[activator]	-2%	3	?
45	2%	42%[activator]	?	Cc1ccc(NC(=O)/C(=C/c2cccs2)NC(=O)c2ccco2)cc1	i	-1%	35%	-5%	4	14%[59 µM]
46	-6%	-7%	0%	CC(CCc1ccccc1)NC(=O)CCC(=O)N1CCC(C(=O)O)CC1 (centres undefined)	-5%	-1%	34%	7%	-4	-4%[0.501 µM]
47	-7%	-2%	2%	Cc1nc2ccc3[nH]snc3c2n1	-9%	-6%	31%	-6%	-6	-28%[12.7 µM]
48	-7%	-2%	-1%	O=C1N=C(N2CCOCC2)S/C1=C/c1cccs1	-3%	0%	-5%	2%[57.1 µM]	2	5%[12.7 µM]
49	-8%	-1%	28%	COc1ccc(-c2nnc(SCC(=O)Nc3cccc(F)c3)s2)cc1	12%	0%	27%[57 µM]	2%	3	-5%[59 µM]
50	63µM*	-4%&5%	5%&-13%	CC(=O)c1ccc(OCC(O)CN2CCN(Cc3ccc4c(c3)OCO4)CC2)cc1 (centres undefined)	9%&-4%	2%&0%	48%&21%	-10%&-12%	0&0	?
51	42%[activator]	7%	-1%	CCOc1ccc2nc(SCc3cccc(C)c3)nc(C)c2c1	-1%	-8%	141%[activator]	64%[activator]	-2	-2%[59 µM]
52	6%	-3%	-7%	COCCNC(=O)C1CCN(c2nc3ccccc3nc2C(F)(F)F)CC1	-7%	-16%	17%	1%	-6	-3%[59 µM]
53	1%	3%	-4%	COc1ccc(-n2nnnc2CNC(=O)c2ccc3c(c2)OCO3)cc1	-8%	0%	33%	15%	-1	-12%
